Source: PubChem BioAssay (The Scripps Research Institute Molecular Screening Center)
M4 antag – antagonists of human muscarinic M4 receptor (CHRM4). CHO-hM4 cells, ACh EC80, Fluo-8 calcium fluorescence. inhibition, % at 3 µM. P08173. 0.73% of 360,000 active;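 active = inhibition above its plate's cutoff, the mean inhibition of sample wells plus 3 SD, cut at about 27% in these data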;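 also: 0% = acetylcholine EC80 with DMSO and 100% = DMSO without agonist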
Target sequence (P08173 whole entry, looked up): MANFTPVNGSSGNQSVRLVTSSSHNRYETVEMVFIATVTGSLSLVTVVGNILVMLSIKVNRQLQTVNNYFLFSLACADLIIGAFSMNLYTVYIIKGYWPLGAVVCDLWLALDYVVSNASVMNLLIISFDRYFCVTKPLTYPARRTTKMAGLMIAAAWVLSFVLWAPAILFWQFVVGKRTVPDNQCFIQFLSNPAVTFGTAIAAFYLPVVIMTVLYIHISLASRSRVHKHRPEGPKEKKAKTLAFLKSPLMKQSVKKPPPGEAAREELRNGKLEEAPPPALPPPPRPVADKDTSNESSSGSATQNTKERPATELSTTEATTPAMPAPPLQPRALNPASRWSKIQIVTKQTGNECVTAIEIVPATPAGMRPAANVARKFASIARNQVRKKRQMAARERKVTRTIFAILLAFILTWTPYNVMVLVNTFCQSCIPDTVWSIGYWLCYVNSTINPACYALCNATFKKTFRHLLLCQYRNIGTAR
CHO parental Ca – counter-screen: ATP calcium response change in parental CHO cells | parental CHO-K1, ATP-induced calcium, Fluo-8 fluorescence | inhibition, % at 5.6 µM | AID 463079 | 0.63% of 330,000 active;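 active = inhibition above that plate's mean sample inhibition plus 3 SD, cut at about 26% in these data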;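 also: 0% = ATP-challenged DMSO wells and 100% = DMSO wells without ATP; some compounds past the cut are filed as inactive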
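material = parental CHO cells | also added = ATP as calcium-mobilizing challenge | dosing = single point at 5.6 µM | detection = intracellular calcium via Fluo-8 no-wash fluorescent dye | read-out = % inhibition | benchmarks = low control ATP plus DMSO, high control DMSO only | repeats = one well per compound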
M1 PAM – human CHRM1 positive allosteric modulation; CHO-K1 hM1, Fluo-8 calcium fluorescence, ACh EC20; 0% = ACh EC20, 100% = maximal ACh; activation, % at 3 µM; 0.088% of 360,000 active; P11229; in the data active = activation above about 19%, passing the limit was not always enough
Target sequence (P11229 whole entry, looked up): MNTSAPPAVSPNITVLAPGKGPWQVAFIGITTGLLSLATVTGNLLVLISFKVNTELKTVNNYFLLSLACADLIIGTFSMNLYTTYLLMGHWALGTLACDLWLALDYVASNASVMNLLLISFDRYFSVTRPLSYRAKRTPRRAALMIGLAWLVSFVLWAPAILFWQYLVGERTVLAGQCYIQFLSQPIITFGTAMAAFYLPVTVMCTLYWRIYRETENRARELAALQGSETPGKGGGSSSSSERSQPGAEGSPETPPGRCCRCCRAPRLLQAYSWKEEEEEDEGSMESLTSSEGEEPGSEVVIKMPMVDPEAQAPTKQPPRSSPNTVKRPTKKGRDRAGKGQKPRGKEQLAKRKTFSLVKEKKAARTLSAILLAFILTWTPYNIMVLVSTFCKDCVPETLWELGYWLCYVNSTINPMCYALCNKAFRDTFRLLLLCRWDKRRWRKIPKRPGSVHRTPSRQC
OXTR potentiate – human OXTR potentiation | 0.061% of 320,000 active | activation, % at 3 µM | P30559 | CHO-OTR cells, Fluo-8 calcium fluorescence, potentiator mode; 0% = oxytocin EC15, 100% = EC100;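 active = activation above that plate's cutoff, the mean activation of tested compounds plus 3 SD, cut at about 6.6% in these data, passing the limit was not always enough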;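 also: 100% uses oxytocin at 75 nM as the full agonist control; some results filed as inactive read as strong as hits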
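Replication – single well per compound, singlicate · Assay system – CHO cell line stably expressing human OTR · Timing – 6 min pre-incubation, 100 s read · Measure – normalized max/min fluorescence ratio, % activation · Doses – 3.0 µM, one dose · Detection – Fluo-8 calcium dye fluorescence · Probe or stimulus – oxytocin near EC15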
M1 ag – activates human CHRM1 receptor. P11229. CHO-K1 hM1, Fluo-8 calcium fluorescence, agonist mode; 0% DMSO, 100% acetylcholine EC100. activation, % at 3 µM. 0.33% of 360,000 active. AID 588814;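 active = activation above the run's mean compound activation plus 3 SD, cut at about 16% in these data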;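 also: peak over basal fluorescence ratio within a 140 s kinetic read after compound addition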
M1 ag parental – counter-screen for M1 agonists: effect in parental CHO-K1 cells; 0.48% of 360,000 active; AID 602248; activation, % at 3 µM; Fluo-8 calcium fluorescence; scaled to maximal ATP response, vehicle zero; in the data active = activation above about 15%;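 also: untransfected CHO-K1 host cells lacking M1 receptor as counterscreen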
CHO-K1 Ca antag – M1 antagonist counterscreen hit in parental CHO-K1 cells | ATP-induced calcium, Fluo-8 fluorescence | inhibition, % at 3 µM | 0.6% of 360,000 active;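 active = inhibition above a per-plate cutoff, the plate's mean sample inhibition plus 3 SD, cut at about 24% in these data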;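 also: 0% = DMSO plus EC80 ATP and 100% = DMSO alone without ATP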
CHRM1 antagonist – human CHRM1 antagonism; CHO-K1 hM1, Fluo-8 calcium fluorescence, ACh EC80 antagonist; inhibition, % at 3 µM; 1.3% of 360,000 active; AID 588852;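 active = percent inhibition above its own plate's cutoff, namely the mean of that plate's compound wells plus 3 SD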;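 also: peak over basal fluorescence ratio during 140 s after agonist addition; 0% = ACh EC80 plus DMSO and 100% = DMSO alone without agonist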
M4 ag – agonists of human muscarinic M4 receptor (CHRM4); 0.14% of 360,000 active; CHO-K1 hM4/Gqi5, Fluo-8 calcium fluorescence; vehicle 0%, full acetylcholine response 100%; activation, % at 3 µM; P08173;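 active = activation above the run mean over all test wells plus 3 SD, cut at about 32% in these data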;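 also: peak over basal fluorescence ratio per well then scaled between controls; 0% = DMSO wells and 100% = acetylcholine at EC100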
Starred values were filed as active, the others as inactive; x = no result given.

structure	CHO-K1 Ca antag	M1 ag	M1 PAM	CHRM1 antagonist	M4 ag	OXTR potentiate	M4 antag	M1 ag parental	CHO parental Ca
CN(C1=NS(=O)(=O)c2ccccc21)c1ccc(OC(=O)c2ccncc2)cc1	-10	-5	4	-2	2	-9	-3	2.7	-4
CCOC(=O)CSc1cccc2cccnc12	1	-4	-1	5	2	-9	13	0.5	32
CCOc1ccc(CNC(=O)CCC(=O)n2ncc3ccc(Cl)cc32)cc1	-3	-9	0	-5	2	-3	-5	-0.1	-14
CCOc1ccc(C(=O)Nc2ccc(N3CCN(C)CC3)cc2)cc1Br	-9	-9	-9	-1	1	-4	8	0.8	4
Cc1ccc(C(=O)OCC(=O)NCc2ccc(Cl)cc2Cl)o1	8	-3	-9	26	1	-1	10	0.2	-20
O=C(CN1C(=O)c2ccccc2S1(=O)=O)Nc1cccc(S(=O)(=O)N2CCCCC2)c1	-13	-4	-3	3	4	-8	4	1.7	-2
CC(C)(CNC(=O)CCC1CCCC1)CNC(=O)CCC1CCCC1	-16	-4	8	-12	2	-4	1	0.9	-10
CC(C(=O)c1c[nH]c(C(N)=O)c1)c1ncc(C(F)(F)F)cc1Cl (stereo not given)	-3	-4	7	-5	2	0	-13	-0.2	-5
CCOC(=O)N1CCC(n2c(SCC(=O)N3CCCC3)nc3ccccc3c2=O)CC1	10	0	-4	10	0	-3	-5	-0.4	-14
Cn1c2ccccc2c2cc(/C=N/NC(=O)c3ccccc3F)ccc21	19	2	12	-7	4	-2	4	0.7	-17
CC1Cc2cc(S(=O)(=O)NCCc3ccccc3)ccc2N1C(=O)C1CC1 (stereo not given)	-5	1	-10	16	12	-14	-6	12	-8
O=C(CCN1CCN(c2ccccc2F)CC1)Nc1ccccc1Cl	4	-6	2	6	0	-21	1	-0.5	-15

structure	CHO-K1 Ca antag	M1 ag	M1 PAM	CHRM1 antagonist	M4 ag	OXTR potentiate	M4 antag	M1 ag parental	CHO parental Ca
CC1CC(C)CN(C2CCCCC2NS(=O)(=O)c2ccc(Cl)cc2)C1 (stereo not given)	4	-8	9	7	-2	2	4	-0.7	-21
Cc1cccc(C(=O)NC2CC3CCC(C2)N3C)c1 (stereo not given)	-1	-7	0	4	0	x	-3	0.5	x
O=C(Nc1ccc2c(c1)OCO2)N1CCN(C(=O)C2CCCO2)CC1 (stereo not given)	7	0	13	-10	1	-8	0	0.1	1
COc1cc(CCC(=O)OCC(=O)Nc2c(C)cc(C)cc2C)cc(OC)c1OC	0	-8	-4	5	0	-7	9	0.3	-26
O=C(N/N=C/c1ccc(-c2ccc([N+](=O)[O-])cc2)o1)C(O)c1ccccc1 (stereo not given)	0	-8	5	-8	1	-2	-10	1.3	-12
CCc1nc2ccc(C(=O)N3CCN(c4ccc([N+](=O)[O-])cc4)CC3)cc2nc1CC	-24	-6	-14	11	2	-12	0	1.7	-19
CC1CC(C)CN(C(=O)C2CCN(S(=O)(=O)c3cccc4cccnc34)CC2)C1 (stereo not given)	13	0	-10	15	12	-7	4	3.7	0
CCOC(=O)N1CCN(C(=O)COC(=O)CNC(=O)c2ccc(Cl)cc2Cl)CC1	10	-3	5	-4	0	-8	6	1.8	3
COc1ccc(OC(C)C(=O)Nc2ccc(F)cc2F)cc1 (stereo not given)	-1	-5	11	-13	1	-9	-13	-0.2	-13
Cc1ccc(-c2ccc(=O)n(Cc3c(F)cccc3Cl)n2)cc1	-9	-4	-2	12	-1	x	-4	2.5	x
O=S(=O)(NC(=NCc1ccccc1)c1ccccc1)c1ccccc1	-8	-6	1	-2	1	-13	1	0.4	-18
Cc1cc(Cl)cc2c1NC(=O)[C@]21[C@@H]2C(=O)N(Cc3ccccc3)C(=O)[C@@H]2[C@@H]2CCCN21	-7	0	8	-2	6	-10	-3	2.1	-23

structure	CHO-K1 Ca antag	M1 ag	M1 PAM	CHRM1 antagonist	M4 ag	OXTR potentiate	M4 antag	M1 ag parental	CHO parental Ca
O=C(CS(=O)(=O)c1ccccc1)Nc1ncc([N+](=O)[O-])s1	-16	-1	9	-4	1	-10	-7	2.5	3
Cc1ccc(CCCOC(=O)C[N+]2(C)CCOCC2)cc1	5	-6	-14	21	1	-1	1	-0.1	-6
CC1CC(C)CN(C(=O)CCc2nnc3ccc(N4CCCCC4)nn23)C1 (stereo not given)	-13	-6	14	-19	1	-16	-7	0.6	10
CC(=O)Nc1ccc(S(=O)(=O)N2CCC(c3nc4c(nnn4Cc4ccccc4Cl)c(=O)[nH]3)CC2)cc1	-3	-13	-6	10	0	-5	3	-0.4	-8
CC1=NN(c2ccc([N+](=O)[O-])cc2)C(c2ccccc2)C1 (stereo not given)	-1	-4	-4	8	-1	-6	4	0.6	-13
Cc1nn(-c2ccccc2)cc1C(c1c(N)[nH]c(=S)[nH]c1=O)c1c(N)[nH]c(=S)[nH]c1=O	5	-4	-8	9	12	0	7	3.1	-5
C=C(C)CNC(=S)N/N=C/c1ccc([N+](=O)[O-])cc1	-7	-5	-5	12	3	-14	-7	1.4	-22
C[C@@H]1CN([C@@H](C)CO)C(=O)CCCn2nncc2CO[C@H]1CN(C)S(=O)(=O)c1ccc2c(c1)OCCCO2	-4	-8	1	-9	1	x	-2	0.2	x
COc1ccc(S(=O)(=O)NC(N)=NCCc2ccc(OC)c(OC)c2)cc1C	-5	-6	11	-6	2	-6	-2	1.3	-2
O=C(COc1ccc2c3c(c(=O)oc2c1)CCC3)Nc1ccc(CCO)cc1	-9	1	6	-9	2	-13	8	2.8	-10
Fc1ccc(OCCOCCNCC2CCCO2)cc1 (stereo not given)	0	-3	9	-6	0	-2	2	-0.4	-10
O/N=C/c1cn(-c2ccccc2)nc1-c1ccc2c(c1)OCCO2	-15	3	22	-38	1	-9	-3	-0.1	7

structure	CHO-K1 Ca antag	M1 ag	M1 PAM	CHRM1 antagonist	M4 ag	OXTR potentiate	M4 antag	M1 ag parental	CHO parental Ca
O=C(c1ccco1)N(c1ccccn1)c1ccccn1	-10	-4	1	4	0	2	-12	0.4	-1
CCCN1C(=O)/C(=C/c2ccc(N3CCCC3)c(C)c2)NC1=S	60*	47*	-8	59*	77*	-24	54*	54*	87*
CN1N=C(C(=O)N2CCCC(C(=O)c3cccc(C(F)(F)F)c3)C2)CCC1=O (stereo not given)	1	-14	9	-2	1	4	-1	0.9	-8
Fc1ccc(C(c2nnnn2C2CCCC2)N2CCc3ccccc32)cc1 (stereo not given)	7	-6	6	-8	-3	-8	8	-0.7	-14
Cc1nc(-c2ccc3c(c2)OCCCO3)cs1	2	-5	8	-24	1	-3	-12	0.5	-17
Cc1ccc(C(=O)Nc2ccc(C(=O)O)cc2)cc1S(=O)(=O)NCc1ccccc1	-9	3	11	-7	0	4	1	0.5	4
CCCCn1c(SCC(=O)NCCc2ccc(OC)c(OC)c2)nc2c1c(=O)n(C)c(=O)n2C	-21	-11	-2	-1	2	-1	2	-0.3	-16
Cc1ccsc1S(=O)(=O)N1CCCC(CCC(=O)NCc2ccccc2F)C1 (stereo not given)	-18	-2	9	-1	2	-11	-4	3.2	-27
CCOc1c(C)cnc2c1c(=O)n(Cc1ccccc1F)c(=O)n2C	-11	-4	3	-7	0	-4	-4	0.9	-18
COc1ccc2nc(SCC(=O)/C(C#N)=C(\C)N)[nH]c2c1	-7	-1	5	-9	1	-14	0	0.4	-13
O=S(=O)(c1ccc(C(F)(F)F)cc1)N1CCN(CCc2ccccc2)CC1	-11	-3	3	-3	-1	-2	-1	1.2	-10
O=C(Nc1cc([N+](=O)[O-])ccc1O)c1cccc([N+](=O)[O-])c1	1	5	10	-21	1	0	8	0.5	-1

structure	CHO-K1 Ca antag	M1 ag	M1 PAM	CHRM1 antagonist	M4 ag	OXTR potentiate	M4 antag	M1 ag parental	CHO parental Ca
COc1cccc(NC(=O)CCNS(=O)(=O)c2ccc(Br)s2)c1	14	-5	2	2	2	-12	-2	0.7	-8
Cc1cccc(C)c1OCc1cc(C(=O)N2CCNC(=O)C2)no1	0	-2	2	2	1	-4	-2	-0.1	-9
Cc1nn(-c2ccccc2)c(N2CCCC2)c1/C=N/n1cnc2scc(-c3ccccc3)c2c1=O	6	-2	-2	11	1	-9	10	0.0	-25
Cc1cccc(C)c1-n1nnnc1C(c1ccnc2ccccc12)N1CCN(c2ccccc2F)CC1 (stereo not given)	-24	x	x	x	-1	x	-25	0.6	x
COc1ccc(C(C(=O)NCc2ccccc2)N(C(=O)c2snc(C(N)=O)c2N)C2CCCC2)cc1 (stereo not given)	-10	2	7	-5	3	-10	-4	1.6	-7
Cn1cc(Cc2ccccc2)c(=O)c(Cc2ccccc2)c1	6	-4	-6	14	0	x	-4	-0.1	x
CCCc1c(-c2ccccc2F)ncn1Cc1ccccc1OC	-15	x	x	x	0	x	6	0.6	x
Cc1ccccc1NC(=S)NC(=O)c1cc(-c2ccccc2)nc2ccccc12	-6	0	-9	6	0	-13	-5	0.0	-25
CCCC(=O)Nc1cccc(NC(=O)c2ccc3c(c2)OCCO3)c1	-17	-4	-2	1	3	-10	-8	2.9	-8
COc1cccc(CNC(=O)CN(C)S(=O)(=O)c2cnc[nH]2)c1	-13	0	12	-10	1	6	-14	1.4	-1
O=S(=O)(NNc1ncc(C(F)(F)F)cc1Cl)c1ccc(F)cc1F	-11	-5	10	-10	0	-1	-2	-0.5	-5
CCC(C(=O)OCC(=O)Nc1c(Cl)cc(Cl)cc1Cl)c1ccccc1 (stereo not given)	4	-12	-2	1	0	-10	-14	-0.6	-31

M4 antag, hit marks shown above
| Molecule | M1 PAM | CHRM1 antagonist | M4 ag | M4 antag |
| --- | --- | --- | --- | --- |
| CCCN1C(=O)/C(=C/c2ccc(N3CCCC3)c(C)c2)NC1=S | -8 | 59* | 77* | 54* |

Additional entries
structure	CHO-K1 Ca antag	M1 ag	M1 PAM	CHRM1 antagonist	M4 ag	OXTR potentiate	M4 antag	M1 ag parental	CHO parental Ca
O=[N+]([O-])c1ccc2c([N+](=O)[O-])ccc3c2c1CC3	-6	-3	6	-12	0	x	-3	-0.3	x
COc1cc(C=O)c(Br)cc1OCc1ccc(C)cc1	-20	-7	0	-11	-1	-5	-7	-0.2	-10
COCCNc1nc(Nc2ccc(F)cc2)c2sccc2n1	2	-4	-5	4	9	x	-2	3.1	x
CC(OC(=O)CCCOc1ccccc1)C(=O)NC(N)=O (stereo not given)	28*	-2	-6	5	-1	8	1	0.1	-7
COC(=O)c1ccc(C(=O)OC)c(NC(=O)CN2CCC(C)CC2)c1	-8	-2	-5	13	1	2	-7	0.5	-8
Cn1nc(C2CC2)cc1NC(=O)CC(CC(=O)O)c1ccccc1 (stereo not given)	4	-1	4	-6	0	-5	-7	0.2	-5
O=C(O)C12CC3CC(C1)CC(n1ncc(NCc4ccco4)c(Cl)c1=O)(C3)C2	-5	-2	2	-4	1	-3	-7	0.1	-12
CCOC(=O)C1=C(C)NC(=O)NC1c1ccc(F)cc1 (stereo not given)	4	-8	13	-4	0	-2	-6	2.6	9
CCOC(=O)Nc1n[nH]c(NC(=O)OCC)c1[N+](=O)[O-]	-18	9	9	-3	1	3	-3	-0.4	-5
Cn1c(=O)c2c(SCC(=O)NCC3CCCO3)nc(-c3ccccc3Cl)nc2n(C)c1=O (stereo not given)	6	-4	1	1	1	4	12	0.0	-18
